# Screens deposited in PubChem by National Center for Advancing Translational Sciences (NCATS).
# EPAC2 agonist: EPAC2 (human) agonism | Q8WZA2 | EPAC2 activation, biochemical qHTS; response scale: 100% = 6.5 mM cAMP response | Potency, µM (doses to about 154 µM), for the others: at the highest dose activation, hits mostly activators | 0.079% of 360,000 active; also: potency is read from the fitted curve at half-maximal effect; nearly all actives have a fitted effect of over 50% in size
#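 qHTS, titration series. 100 nM EPAC2 / 250 nM Rap1B-BODIPY-GDP / 50 uM GDP; RT; ex 480/em 540 nm, 5-min reads to 30 min. Norm. to 6.5 mM cAMP = activation.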
# EPAC2 antagonist: EPAC2 (human) antagonism; Q8WZA2; EPAC2 GEF exchange of Rap1B-BODIPY-GDP, fluorescence; Potency, µM (doses to about 114 µM), without a hit: top-dose activity, negative = inhibition, actives largely listed as inhibitors; 0.18% of 360,000 active; AID 720708; also: potency is read from the fitted curve at half-maximal effect; % is scaled to controls: 0 for no effect and ±100 for the full control effect; nearly all actives have a fitted effect of over 45% in size; many of its hits are not listed in these tables
# FUS suppressor: FUS proteinopathy suppression in yeast; 0.24% of 390,000 active; Potency, µM (top dose mostly 76.6 µM), for the others: at the top dose growth rescue (activation), actives largely listed as activators; S. cerevisiae FUS-expressing, growth rescue, OD600, 24 h; AID 1347120;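 also: potency is read from the fitted curve at half-maximal effect; plate controls were DMSO vehicle for no effect and reference control for full effect; nearly all actives have a fitted effect of over 55% in size; some results filed as inactive show a strong effect at the top dose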
#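 Galactose (2%) drives FUS expression in yeast precultured in raffinose; seeding density OD 0.005. Test compounds incubated 24hr at 30C and 99% humidity before absorbance at 600 nm was measured.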
# aSyn rescue: inhibitors of alpha-synuclein toxicity in yeast | Yeast expressing alpha-synuclein, growth rescue, BacTiter-Glo, 24 h | 0.14% of 370,000 active | Potency, µM (highest dose often 46.1 µM), without a hit: at the highest dose growth rescue (activation), hits mostly activators; also: potency is read from the fitted curve at half-maximal effect; % of control where 0% means no effect; nearly all actives have a fitted effect of over 65% in size
#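 Rescue of yeast growth: cells expressing toxic alpha-synuclein, induced in galactose at OD600 0.02, incubated with compound 24 h at 30 C. ATP luminescence quantified growth; inhibitors of toxicity appear as activators.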
# Abeta yeast res: compounds reversing amyloid beta toxicity in yeast; Potency, µM (titrated, usually from 46.1 µM), for the others: top-dose growth rescue, most hits filed as activators; 0.063% of 410,000 active; yeast expressing A-beta42, growth rescue, OD600, 48 h; response scale: 0% DMSO, 100% iron-clioquinol control; also: potency is read from the fitted curve at half-maximal effect; nearly all actives have a fitted effect of over 55% in size
#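 Yeast growth medium received pinned compounds, then yeast cells expressing toxic A-beta were added; plates incubated at 30 C for 48 hr. Growth read as absorbance at 600 nm, normalized to DMSO and equimolar FeCl3 plus clioquinol controls.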
# TDP43 rescue: TDP-43 toxicity inhibition in yeast. TDP-43 expressing yeast growth rescue, BacTiter-Glo, 24 h. 1.8% of 410,000 active. Potency, µM (highest dose often 46.1 µM), for the others: top-dose growth rescue (activation), actives largely listed as activators; also: potency is read from the fitted curve at half-maximal effect; % of control where 0% means no effect; nearly all actives have a fitted effect of over 50% in size
#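 In this qHTS, compounds that restore growth of yeast expressing TDP-43 appear as activators. Cells (OD600=0.02, galactose medium, raffinose-pregrown) are incubated with compound 24 hr at 30 deg C and growth is quantified by BacTiter-Glo.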
# DRD3 agonist: activates the human D3 dopamine receptor; D3R DiscoveRx beta-arrestin cells, luminescence, 90 min; 0.58% of 410,000 active; P35462; AID 652048; max activation, %; in the data active = max activation above about 30%; also: 0% is about no effect; mostly tested at two doses, the higher about 12 µM
# Target sequence (P35462 whole entry, looked up): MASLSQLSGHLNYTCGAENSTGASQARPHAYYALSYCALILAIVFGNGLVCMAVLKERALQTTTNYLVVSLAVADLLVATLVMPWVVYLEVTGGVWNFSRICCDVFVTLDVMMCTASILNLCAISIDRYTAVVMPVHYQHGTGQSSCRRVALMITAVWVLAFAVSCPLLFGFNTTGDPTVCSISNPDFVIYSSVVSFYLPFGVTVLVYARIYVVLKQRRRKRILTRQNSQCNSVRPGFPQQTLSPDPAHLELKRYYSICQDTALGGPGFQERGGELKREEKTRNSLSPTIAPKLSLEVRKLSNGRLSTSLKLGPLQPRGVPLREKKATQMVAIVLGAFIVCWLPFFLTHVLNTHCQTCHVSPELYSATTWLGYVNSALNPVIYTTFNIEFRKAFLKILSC
#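 Cells at 1500/well, incubated overnight, then treated with pinned compounds (dopamine as control) for 90 min at 37 degrees C. DiscoveRx reagent added for 30 - 60 minutes at room temperature; luminescence read.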
# DRD3 antagonist: blocks the human D3 dopamine receptor | P35462 | D3R cells, DiscoveRx beta-arrestin luminescence, antagonist mode; active compounds read low | max response, negative = inhibition, % | 2.5% of 360,000 active | AID 652054; in the data active = max response below about -50%; inconclusive = no clear call, values can overlap the other calls; also: % is scaled to controls: 0 for no effect and ±100 for the full control effect; mostly tested at two doses, the higher about 12 µM
#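 Cells expressing the human receptor were seeded at 1500 cells/well, incubated overnight at 37 degrees C in 5% CO2, then exposed to library compounds with dopamine controls for 90 minutes at 37 degrees C before luminescent detection.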
# An asterisk follows results filed as active; ? = inconclusive; · = no result given; [ ] = remark or other dose. Unless noted, calls follow the shape of the dose curve; as a rule, active = well fitted curve in the direction sought with a large enough effect; inconclusive = small, poorly fitted or top-dose-only effect, or another doubt; inactive = no such curve, though single readings can be large; an effect the other way counts as inactive or inconclusive. These rows are one share of the data, so the mix of outcomes need not match the whole.
# Screens in order: EPAC2 agonist | EPAC2 antagonist | FUS suppressor | aSyn rescue | Abeta yeast res | TDP43 rescue | DRD3 agonist | DRD3 antagonist
CCN(C(=O)COC(=O)c1cc([N+](=O)[O-])ccc1N1CCOCC1)C1CCS(=O)(=O)C1 (stereo not given)
    3% | 13% | 8% | -9% | 4% | 11% | -14 | -10
CCOc1ccc(NC(=O)C(C)n2c(=O)cc(-c3ccccc3)c3c(C)nn(C)c32)cc1 (stereo not given)
    · | · | -17% | · | -10% | 8% | -3 | ·
C=CCOc1ccc(C2OC34CCCCC3C(C#N)(C#N)C2(C#N)C(=N)O4)cc1 (stereo not given)
    10% | 3% | 16% | -4% | 7% | 28% | 1 | ?
COc1ccccc1C(c1nnnn1Cc1ccccc1)N1CCN(C2CCCC2)CC1 (stereo not given)
    5% | 1% | -6% | -3% | -9% | 1% | -7 | -58*
CC(=O)C(Cc1ccccc1)NC(=O)CN1CCN(Cc2ccccc2)CC1 (stereo not given)
    6% | -2% | 18% | 4% | -4% | 3%[0.397 µM] | 11 | 21
O=C1CCC([N+](=O)[O-])C(c2ccc(C(F)(F)F)cc2)N1 (stereo not given)
    2% | 17% | -4% | 3% | -11% | 5% | 3 | 5
CC(=O)c1ccc(Nc2ccc(-c3ccccc3F)nn2)cc1
    -4% | -3% | 1% | 7% | 19% | 23% | 14 | 2
COc1ccc(NC(=O)c2ccc(-c3ccccc3)cc2)cc1S(=O)(=O)N1CCOCC1
    14% | -10% | -1% | 13% | -10% | 23% | 5 | 14
O=C(O)C1C2CCC(C2)C1C(=O)NCc1ccccn1 (stereo not given)
    -1% | 10% | 3% | -8% | 11% | -12% | -3 | -14
CC(C)(C)c1[nH]nc2c1C(C1C=CCCC1)C(C#N)=C(N)O2 (stereo not given)
    6% | -18% | 18% | 1% | ? | -13% | 1 | 1
CN1C(=O)c2ccc(C(=O)Nc3ccccc3O)cc2C1=O
    3% | 17% | -7% | -7% | -9% | 10% | 0 | -2
CCOC(=O)c1c(C)[nH]c(CCC(=O)Nc2cc(C)cc(C)c2)c1C
    · | · | 22% | · | -5% | 13% | -10 | ·
CN1CCN(NC(=O)CN2C(=O)/C(=C/c3ccccc3Cl)SC2=S)CC1
    10% | 1% | 31% | 1% | -13% | -11% | -4 | -64*
CCCOc1ccc(C(=O)NC(=S)NCc2cccnc2)cc1
    2% | -6% | -5% | -1% | 27% | 21% | 8 | 1
Cc1ccc(-n2nnnc2SCC(=O)Nc2ccc(N3CCN(C)CC3)cc2)c(C)c1
    4% | -11% | -10% | 1% | -6% | -5% | -6 | -11
C[C@H](CO)N1C[C@H](C)[C@H](CN(C)C(=O)Nc2ccc(C(F)(F)F)cc2)Oc2ncc(-c3cccnc3)cc2C1=O
    5% | 1% | 21% | 1% | -5% | 4% | -12 | -5
CC(=O)NC(CC(=O)N1CCCC1)c1ccccc1 (stereo not given)
    6% | 7% | 7% | 3% | 13% | 6% | 1 | 13
COc1ccc(-c2nc(-c3ccc(Br)o3)no2)cc1
    9% | -2% | -24% | -6% | -9% | 19% | 0 | 19
CC(C)(C)n1nnnc1C(c1cccnc1)N1CCN(c2cccc(C(F)(F)F)c2)CC1 (stereo not given)
    -83%[inhibitor][15.6 µM] | -6% | ? | 27% | -25% | ? | 4 | -10
C=C(C)c1cccc(C(C)(C)NC(=O)Nc2ccc(C)cn2)c1
    -6% | -9% | · | -2% | -3% | 13µM* | -7 | 1
COc1cccc(Nc2ncccc2C(=O)O)c1
    6% | 0% | 4% | -9% | 15% | -18% | -4 | -3
O=C(CCn1c(=O)c2sccc2n(CC(=O)NCc2ccco2)c1=O)NCc1ccccc1
    1% | 16% | 37% | -6% | -11% | -32%[inhibitor] | -5 | -5
O=C(CN(c1ccccc1F)S(=O)(=O)c1ccccc1)N1CCCCCC1
    -5% | 7% | 3% | 9% | 12% | 7% | 1 | -12
CCCOc1ncnc2c1sc1nc3c(cc12)COC(C)(C)C3
    -5% | 3% | -18% | 7% | -7% | 12% | 3 | 7
Cn1cc(C(=O)N2CCCCC2)c(=O)c2cc(S(=O)(=O)N3CCCC3)ccc21
    6% | 2% | 4% | -1% | 8% | -15% | -3 | -2
CC1C2Cn3c(nc4ccccc43)C1N(C(C)C)O2 (stereo not given)
    6% | 3% | -15% | -3% | -16% | -11% | -16 | ?
CCn1ncc(CN2CCC(n3nccc3NC(=O)c3ccccc3Cl)CC2)c1C
    1% | -1% | -31% | 0% | 5% | 2% | -4 | -5
O=C1CCCN1CC(O)CS(=O)(=O)c1ccccc1 (stereo not given)
    4% | 1% | 6% | 1% | 14% | -8% | 12 | 9
CSCCC(NC(N)=O)C(=O)NCc1cccc(Cl)c1 (stereo not given)
    -5% | 2% | 8% | 3% | 21% | 8% | -2 | 2
CC(C)(C)c1cc(=O)n(-c2ccccc2)[nH]1
    5% | 20% | · | -3% | -23% | 5% | -16 | -7

# 2 of the compounds above, field by field.
CCCOc1ncnc2c1sc1nc3c(cc12)COC(C)(C)C3
  EPAC2 agonist: -5%
  EPAC2 antagonist: 3%
  FUS suppressor: -18%
  aSyn rescue: 7%
  Abeta yeast res: -7%
  TDP43 rescue: 12%
  DRD3 agonist: 3
  DRD3 antagonist: 7

Cn1cc(C(=O)N2CCCCC2)c(=O)c2cc(S(=O)(=O)N3CCCC3)ccc21
  EPAC2 agonist: 6%
  EPAC2 antagonist: 2%
  FUS suppressor: 4%
  aSyn rescue: -1%
  Abeta yeast res: 8%
  TDP43 rescue: -15%
  DRD3 agonist: -3
  DRD3 antagonist: -2

# Other structures:
# Screens in order: EPAC2 agonist | EPAC2 antagonist | FUS suppressor | aSyn rescue | Abeta yeast res | TDP43 rescue | DRD3 agonist | DRD3 antagonist
CC(=O)Nc1ccc(NC(=O)CSc2nnc(NC(=O)C3CC3)s2)cc1
    2% | -1% | · | -3% | 8% | 15% | 0 | 3
Cc1cc(F)ccc1-c1cc(C(=O)Nc2ccccc2)[nH]n1
    6% | -4% | 8% | -21% | 5% | -5% | -12 | -85*
O=C(Nc1ccc2nsnc2c1)C1CC1
    3% | -6% | 28% | 1% | -13% | 1% | 2 | -1
CC1=C(C)CC2C(=O)N(Cc3ccccc3)C(=O)C2C1 (stereo not given)
    8% | -1% | -10% | 20% | 15% | -6% | -5 | -9
Cc1cccn2c(=O)c3cc(C(=O)NCCN4CCOCC4)c(=N)n(CCN4CCOCC4)c3nc12
    2% | -19% | 21% | 0% | 1% | 5% | -12 | 9
Cc1ccc(-c2nc3ccccc3s2)cc1S(=O)(=O)N1CCCC1
    9% | 2% | 5% | -13% | -1% | -19% | 12 | 24
Oc1c(Cl)cc(Cl)cc1C=Nc1ccc(N2CCOCC2)cc1
    23% | 11% | 3% | -10% | -2% | -5% | -4 | ?
O=C(NC(Cc1ccccc1)C(=O)O)/C(=C\c1ccc(F)cc1)NC(=O)c1ccccc1 (stereo not given)
    7% | 14% | -5% | -6% | 0% | -17% | -8 | 0
Cc1ccccc1CSc1nnc([C@@H]2CCCN2)o1
    -5% | 10% | 15% | 3% | 0% | -13% | -12 | 5
CCc1ccc(OC2(C)CCN(CCOc3ccc(C)cc3)C2)cc1 (stereo not given)
    3% | 7% | 4% | -3% | 13% | 14% | 17 | -75*
N#Cc1c(N)n(C2CCCCC2)c2nc3ccccc3nc12
    -7% | 2% | -1% | 0% | 0% | 5% | -2 | -9
O=C(CCN1C(=O)/C(=C/c2cccc(Br)c2)SC1=S)NNC(=O)c1cccnc1
    6% | -4% | 63% | 2% | 12% | -1% | 13 | 6
COc1ccc(CCNC(=O)Cc2c(C)c3c(cc(C)c4c(C)coc43)oc2=O)cc1
    · | · | -16% | · | -14% | 7% | -4 | ·
CCOC(=O)N1CCC(NC(=O)c2ccc(CS(=O)c3cccc(C)c3)o2)CC1 (stereo not given)
    -5% | 12% | -5% | 0% | 9% | -6% | 5 | -5
CC(C(=O)NCC1(c2ccccc2)CCOCC1)N1CCOCC1 (stereo not given)
    -1% | 1% | -15% | -6% | 2% | -5%[0.397 µM] | -11 | 12
COCC(=O)NNC(=O)c1ccc(OC)cc1
    -4% | 2% | -13% | -11% | -8% | ? | 2 | 5
CC(C)CC(=O)Nc1cccc(-c2cn3ccsc3n2)c1
    7% | 2% | -27% | 5% | 16% | 0% | 0 | 2
O=C(NCC1CCCO1)C1CCCN1C(=O)Nc1ccc(Cl)cc1 (stereo not given)
    4% | 8% | -28% | -2% | 2% | -8% | -1 | -16

# A draw from above in order of SMILES length, rising.
# Screens in order: EPAC2 agonist | EPAC2 antagonist | FUS suppressor | aSyn rescue | Abeta yeast res | TDP43 rescue | DRD3 agonist | DRD3 antagonist
O=C(Nc1ccc2nsnc2c1)C1CC1
    3% | -6% | 28% | 1% | -13% | 1% | 2 | -1
COCC(=O)NNC(=O)c1ccc(OC)cc1
    -4% | 2% | -13% | -11% | -8% | ? | 2 | 5
Cc1ccccc1CSc1nnc([C@@H]2CCCN2)o1
    -5% | 10% | 15% | 3% | 0% | -13% | -12 | 5
CC(C)CC(=O)Nc1cccc(-c2cn3ccsc3n2)c1
    7% | 2% | -27% | 5% | 16% | 0% | 0 | 2
CC1=C(C)CC2C(=O)N(Cc3ccccc3)C(=O)C2C1 (stereo not given)
    8% | -1% | -10% | 20% | 15% | -6% | -5 | -9
Oc1c(Cl)cc(Cl)cc1C=Nc1ccc(N2CCOCC2)cc1
    23% | 11% | 3% | -10% | -2% | -5% | -4 | ?
O=C(NCC1CCCO1)C1CCCN1C(=O)Nc1ccc(Cl)cc1 (stereo not given)
    4% | 8% | -28% | -2% | 2% | -8% | -1 | -16
Cc1ccc(-c2nc3ccccc3s2)cc1S(=O)(=O)N1CCCC1
    9% | 2% | 5% | -13% | -1% | -19% | 12 | 24
CC(=O)Nc1ccc(NC(=O)CSc2nnc(NC(=O)C3CC3)s2)cc1
    2% | -1% | · | -3% | 8% | 15% | 0 | 3
CCOC(=O)N1CCC(NC(=O)c2ccc(CS(=O)c3cccc(C)c3)o2)CC1 (stereo not given)
    -5% | 12% | -5% | 0% | 9% | -6% | 5 | -5
COc1ccc(CCNC(=O)Cc2c(C)c3c(cc(C)c4c(C)coc43)oc2=O)cc1
    · | · | -16% | · | -14% | 7% | -4 | ·
O=C(NC(Cc1ccccc1)C(=O)O)/C(=C\c1ccc(F)cc1)NC(=O)c1ccccc1 (stereo not given)
    7% | 14% | -5% | -6% | 0% | -17% | -8 | 0
Cc1cccn2c(=O)c3cc(C(=O)NCCN4CCOCC4)c(=N)n(CCN4CCOCC4)c3nc12
    2% | -19% | 21% | 0% | 1% | 5% | -12 | 9
